Assay outcomes (PubChem BioAssay)
Artemis inh: blocks endonuclease activity of human Artemis; recombinant Artemis, quenched FAM hairpin cleavage fluorescence; inhibition, % at 10 µM; hit rate 0.78% among 30,000; Q96SD1; AID 686954;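 active = at 10 µM dose, at least 30% inhibition, measured as corrected fluorescence normalized to stimulator and neutral control wells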
Target sequence (Q96SD1 whole entry, looked up): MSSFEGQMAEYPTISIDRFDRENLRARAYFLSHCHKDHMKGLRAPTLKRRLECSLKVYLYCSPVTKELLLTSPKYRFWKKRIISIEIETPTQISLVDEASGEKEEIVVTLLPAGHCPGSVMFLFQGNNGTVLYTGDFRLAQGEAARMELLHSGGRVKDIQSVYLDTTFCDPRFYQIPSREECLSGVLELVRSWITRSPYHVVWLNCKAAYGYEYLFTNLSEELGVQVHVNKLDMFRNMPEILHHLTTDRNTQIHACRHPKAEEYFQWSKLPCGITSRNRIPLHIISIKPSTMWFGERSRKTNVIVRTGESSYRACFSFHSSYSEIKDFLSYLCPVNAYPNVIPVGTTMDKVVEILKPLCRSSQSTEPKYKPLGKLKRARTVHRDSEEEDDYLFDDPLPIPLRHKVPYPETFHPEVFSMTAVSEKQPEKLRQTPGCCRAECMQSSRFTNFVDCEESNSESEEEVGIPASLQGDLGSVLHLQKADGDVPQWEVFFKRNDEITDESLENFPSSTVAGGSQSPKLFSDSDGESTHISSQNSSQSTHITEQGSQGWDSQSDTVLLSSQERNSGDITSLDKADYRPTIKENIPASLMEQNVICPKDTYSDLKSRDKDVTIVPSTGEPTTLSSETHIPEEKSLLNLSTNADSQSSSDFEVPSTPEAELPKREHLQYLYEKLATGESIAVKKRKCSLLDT
An asterisk follows results filed as active.

| compound | Artemis inh |
| --- | --- |
| O=C(O)C(=O)/C(=C\c1ccccc1)c1ccc2ccccc2n1 | -8 |
| Cc1cccc(OCCSCc2nc3ccccc3[nH]2)c1 | 6 |
| COc1ccc(NC(=O)Nc2ccc(OC)cc2)cc1 | -7 |
| COc1ccc(NC(=O)CN2CCN(CC(=O)Nc3ccc4c(c3)OCO4)CC2)cc1 | -14 |
| COc1cc(NC(=O)c2cc3ccccc3o2)c(OC)cc1Cl | 17 |
| CSc1ccc(/C=C/C(=O)c2ccc(NC(=O)C(C)C)cc2)cc1 | 3 |
| Cc1[nH]c2ccccc2c1C(=O)CNc1nccs1 | 3 |
| CN1C(=O)N(C)C(NC(=O)Nc2ccccc2)C1NC(=O)Nc1ccccc1 (centres undefined) | -6 |
| O=C(O)CN1C(=O)SC(Nc2ccccc2C(=O)O)C1=O (centres undefined) | -11 |
| CC(NC(=O)OCc1ccccc1)C(=O)OCN1C(=O)c2ccccc2C1=O (centres undefined) | 4 |
| CCOC(=O)c1[nH]c(C)c(/C=N/O)c1C | -1 |
| COc1ccc(CN2CCN(C(=O)CC(C)C)CC2)c2ccccc12 | 10 |
| O=C(NCC1CCCO1)c1cccc(F)c1 (centres undefined) | -1 |
| C=CCn1c(SCC(=O)N2CC(=O)Nc3ccccc32)nc2scc(-c3ccccc3)c2c1=O | 25 |
| CC(CN1CCCC1)OC(=O)COc1ccccc1 (centres undefined) | -5 |
| CC(C)CC(=O)Nc1ccc(-c2cn3ccsc3n2)cc1 | -6 |
| CCNC(=O)c1ccccc1-c1nc(-c2ccccc2Cl)no1 | 2 |
| CC1CCCN(C(=O)CSCC(=O)N=c2sc3ccccc3n2C)C1 (centres undefined) | -3 |
| Cc1cc(Oc2ccccc2F)nc(NCc2ccccc2)n1 | -1 |
| CCc1ccc(NC(=O)CSc2nnc(-c3cccs3)n2CC)cc1 | 1 |
| CCCC(c1nnnn1C1CCCCC1)N1CCN(C2CCCC2)CC1 (centres undefined) | 4 |
| O=C1CCCN1CC(CN1CCOCC1)Sc1nnnn1-c1ccccc1 (centres undefined) | 9 |
| CCCCN(CC)C(=O)Cc1c(C(=O)O)[nH]c2ccc(Cl)cc12 | 1 |
| COc1ccccc1NC(=O)Nc1ccc2c(c1)nnn2C | 2 |
| Cn1c(SCC(=O)c2ccccc2)nnc1C1CC1 | -7 |
| O=c1c2c3c(sc2nc2n1CCCCC2)CCC3 | 9 |
| COc1ccccc1N1CCN(C(=O)CSc2nc(-c3ccccc3)cc(=O)[nH]2)CC1 | 18 |
| O=C(CN1C2=NCCN2c2ccccc21)C12CC3CC(CC(C3)C1)C2 | 9 |
| Cc1cc(C)n(CC(O)COc2cccc(OCC(O)Cn3nc(C)cc3C)c2)n1 (centres undefined) | 0 |
| COc1cccc(C2CC(C(F)(F)F)n3ncc(C(=O)O)c3N2)c1 (centres undefined) | -2 |
| NC(=O)NC(=O)COC(=O)CCCc1c[nH]c2ccccc12 | -5 |
| Cc1ccc(NC(=O)c2ccc(CSc3nnc(C)s3)cc2)c(C)c1 | -6 |
| O=C(NCCO)c1nc2ccccc2s1 | -2 |
| O=C(CSc1nccn1-c1ccccc1)c1ccc(Br)cc1 | -5 |
| C=CCc1cc(C=O)cc(OC)c1OCc1ccc(Cl)cc1 | 3 |
| CC(NC(=O)c1ccc(F)cc1)c1ccc2c(c1)CCCC2 (centres undefined) | 0 |
| O=C1C2CC=C(Cl)CC2C(=O)N1c1ncn[nH]1 (centres undefined) | -1 |
| Cc1cccc(C)c1NC(=O)C(c1ccccc1)N1CCC2(CC1)OCCO2 (centres undefined) | -4 |
| CCOC(=O)C(NCc1ccccc1OC)(NC(=O)CC)C(F)(F)F (centres undefined) | -3 |
| COc1ccc(CCNC(=O)COC(=O)c2ccc(Br)o2)cc1 | 8 |

Some of the entries above in a different format.
COc1ccccc1N1CCN(C(=O)CSc2nc(-c3ccccc3)cc(=O)[nH]2)CC1
  Artemis inh = 18
O=C(CN1C2=NCCN2c2ccccc21)C12CC3CC(CC(C3)C1)C2
  Artemis inh = 9
Cc1cc(C)n(CC(O)COc2cccc(OCC(O)Cn3nc(C)cc3C)c2)n1 (centres undefined)
  Artemis inh = 0

Other records follow:
| compound | Artemis inh |
| --- | --- |
| COCCCNc1nc2c([nH]1)c(=O)[nH]c(=O)n2C | 0 |
| CSc1nc(N(C)NC(=O)c2ccccc2)c2ccccc2n1 | -3 |
| CN(C)S(=O)(=O)c1cccc(COC(=O)C2=COCCO2)c1 | 7 |
| CC(C)CNC(=O)CSc1nc(-c2cccs2)cc(C(F)(F)F)n1 | 1 |
| Cc1cc(C)cc(NC(=O)CCn2ccnc2C)c1 | -1 |
| O=C(CSCc1cnn(-c2ccccc2)c1-n1cccc1)NCc1ccc2c(c1)OCO2 | 5 |
| Cc1nc(NCC2CCCO2)[nH]c(=O)c1CCC(C)C (centres undefined) | -5 |
| CCOc1cccc2c1OC1(C)CC2NC(=O)N1c1ccc(OC)cc1 (centres undefined) | -12 |
| CCOC(=O)c1ccc(N2C(=O)CC(NC3CCN(C(=O)c4ccc(F)cc4)CC3)C2=O)cc1 (centres undefined) | -8 |
| NS(=O)(=O)c1ccc(NC(=O)CSc2nnc(COc3ccccc3Cl)n2C2CC2)cc1 | 6 |
| O=C(NCCc1ccccn1)c1cccc(S(=O)(=O)N2CCCCCC2)c1 | 2 |
| COc1ccc(N=C2S/C(=C\c3ccc(C)o3)C(=O)N2CC(C)C)cc1 | -1 |
| CCOC(=O)N1CCN(CCC(=O)Nc2cccc(Br)c2)CC1 | -7 |
| COc1cc(NC(=O)CN2CCN(c3ccccc3F)CC2)cc(OC)c1 | -10 |
| O=C(Nc1ccc2c(c1)OCO2)c1ccc2nc[nH]c2c1 | 0 |
| C=CCN(CC=C)C(=O)C1CCC(C(=O)N(CC=C)CC=C)CC1 (centres undefined) | -8 |
| CCN1C2=NCCCN2c2cc(C)c(C)cc21 | -3 |
| Cc1ccccc1NC(=O)c1ccc(N/N=C/c2ccccc2O)c([N+](=O)[O-])c1 | -1 |
| Cc1cc(C)c(C#N)c(Oc2ccccc2)n1 | -8 |
| CCc1cc2ccccc2nc1SCC(=O)Nc1cc(C)on1 | 1 |
| CCOC(=O)Cc1csc(NS(=O)(=O)c2ccc(F)cc2)n1 | 1 |
| COCCCNC(=O)CCn1c(=O)c2ccccc2n(CC(=O)Nc2c(C)cccc2C)c1=O | 17 |
| CCN(CC)C(=O)CSc1nc2ccccc2c(=O)n1-c1ccccc1OC | 7 |
| CC1CCN(C(=O)CSc2nnc(CNC(=O)c3ccco3)o2)CC1 | 0 |
| CCc1ccc(N2CC(C(=O)NCc3ccco3)CC2=O)cc1 (centres undefined) | 0 |
| COc1cccc(N(CC(=O)O)S(=O)(=O)c2ccccc2)c1 | -3 |
| COCC(=O)N(C)c1nnc(-c2ccccn2)s1 | 7 |
| COC(=O)c1c(C)[nH]c(C(=O)C(C)Sc2nnc(-c3cc(OC)c(OC)c(OC)c3)o2)c1C (centres undefined) | 6 |
| Cc1cc(N2CCC(C)CC2)n2ncc(-c3ccccc3)c2n1 | -3 |
| CC1CC(C)CN(Cc2nc(N)nc(Nc3ccccc3)n2)C1 (centres undefined) | -3 |
| Cc1ccc(SCCC(=O)NCC2CCCO2)cc1 (centres undefined) | 3 |
| CN1C(=O)N(C)C2C1N(CN1CCCCC1)C(=O)N2CN1CCCCC1 (centres undefined) | -2 |
| CCc1c(C)n([O-])c2c([n+]1=O)CCCCC2 | 7 |
| COc1ccccc1NC(=O)Cc1cccs1 | 7 |
| CC(Sc1nnc(Cc2cccs2)n1C1CCCCC1)C(=O)NCc1ccco1 (centres undefined) | -2 |
| CCN(c1ccc(NC(=O)CSc2nnc3nc(C)cc(C)n23)cc1)C(C)C | -12 |
| CC(C)(C)n1nc2c(c1NC(=O)c1cccs1)CS(=O)C2 (centres undefined) | -16 |
| CCOC(=O)C1=NNC(C(=O)c2ccc(OC)cc2)C1c1ccccc1 (centres undefined) | 4 |
| O=C(O)CCC(=O)Nc1ccccc1C(=O)NC1CCCCC1 | 4 |
| O=C(c1ccccc1)n1ccc(-c2cnc(-c3ccccc3)s2)n1 | -5 |
| CSCCNC(=O)c1ccc(C(C)(C)C)cc1 | 11 |
| CNC(=S)NNC(=O)COc1cccc(C)c1C | 9 |
| Cc1cc(OCC(=O)C(C)(C)C)c2c(C)c(C)c(=O)oc2c1 | 2 |
| Cn1c(N2CCN(c3ccccn3)CC2)nc2c1c(=O)n(Cc1ccc(Cl)cc1)c(=O)n2C | 20 |
| CC(=O)N1CCN(C(=O)Nc2cccc(C(F)(F)F)c2)CC1 | -7 |
| Cc1nc2sccn2c1-c1nc(-c2cc3ccccc3o2)cs1 | 12 |
| Cc1ccc2[nH]c3c(=O)n(CCc4cnc[nH]4)cnc3c2c1 | -3 |
| O=C(ONC1=NCCCCC1)c1ccc(Cl)cc1 | 1 |
| O=C(Nc1ccc(NC(=O)c2cccs2)cc1)c1ccc(Br)o1 | -1 |
| CNS(=O)(=O)c1cnccc1N1CCN(c2cccc(Cl)c2)CC1 | 0 |
| O=c1c(C(c2ccc(O)cc2)c2c(O)nc3n(c2=O)CCCS3)c(O)nc2n1CCCS2 | 10 |
| CCC(c1nnnn1CC1CCCO1)N(CCN1CCOCC1)Cc1cc2cc(C)ccc2[nH]c1=O (centres undefined) | 8 |
| Cc1cccc(NC(=O)c2cccs2)n1 | -5 |
| CCc1nc(Nc2ccc(OC)c(OC)c2)c2nnn(Cc3ccccc3Cl)c2n1 | 1 |
| Cc1nc2cc(N3CCN(C)CC3)c(NC(=O)Cc3ccccc3)cc2c(=O)n1Cc1ccccc1 | 3 |
| CCOC(=O)N1CCN(CC(O)COCCC23CC4CC(CC(C4)C2)C3)CC1 (centres undefined) | 4 |
| COC(=O)CSC1=C(C#N)C(c2sccc2C)CC(=O)N1 (centres undefined) | 4 |
| COC(=O)NC1CSCC1OC(=O)CCN1C(=O)c2ccccc2C1=O (centres undefined) | -1 |
| CCOc1ccc(-n2ccnc2SCC(=O)NCc2ccc3c(c2)OCO3)cc1 | -5 |
| Nc1nc2c(s1)CC(c1ccccc1)CC2 (centres undefined) | 5 |

(further entries)
| compound | Artemis inh |
| --- | --- |
| O=C1c2ccccc2NC(c2ccccc2)N1Cc1ccco1 (centres undefined) | 1 |
| COc1ccc(OC)c(-c2[nH]nc3c2C(c2ccco2)C(C#N)=C(N)O3)c1 (centres undefined) | 3 |
| Cc1ccc(C(=O)NCCCNCCCNC(=O)c2ccc(C)nc2)cn1 | 0 |
| CC1CN(c2nc3ccccc3nc2C(C#N)C(=O)NCc2ccc3c(c2)OCO3)CC(C)O1 (centres undefined) | 14 |
| Cc1cccc(NC(=O)CCN2C(=O)C3C4C=CC(C4)C3C2=O)n1 (centres undefined) | -7 |
| O=C(NCCc1ccncc1)Nc1cccc(Cl)c1 | -4 |
| CC1CCCC(NC(=O)CSc2nccn2C)C1C (centres undefined) | -9 |
| N#CC(=C1CCCC1)c1nc(-c2ccccc2O)cs1 | 0 |
| COc1cc(S(=O)(=O)N2CCOCC2)ccc1NC(=O)c1cc2c(s1)CCC2 | 2 |
| COCCn1nnnc1C(c1ccc(C)cc1)N1CCN(Cc2ccc3c(c2)OCO3)CC1 (centres undefined) | -4 |
| CCOC(=O)c1c(NC(=O)Nc2ccc(Cl)cc2)sc(C)c1C | 2 |
| CCOc1ccccc1N(CC(=O)NC1CCCC1)C(=O)CCC(=O)Nc1cc(C)on1 | 7 |
| O=C(Nc1ccc(N2CCCC2)cc1)C(c1ccccc1)c1ccccc1 | 52* |
| COCCOc1cc(NC(=O)c2sccc2Oc2ccc([N+](=O)[O-])cc2F)c(Cl)cc1Cl | 11 |
| Cc1ccc(S(=O)(=O)N2CCN(C(=O)CN3CCOCC3)C2c2ccccc2)cc1 (centres undefined) | -4 |
| COc1ccc(OC)c(S(=O)(=O)N2CCC(C(=O)Nc3cccc(C(F)(F)F)c3)CC2)c1 | -1 |
| O=C1CC(NCc2ccncc2)C(=O)N1c1ccccc1 (centres undefined) | -9 |
| COc1cc2[nH]c(=O)n(CCC(=O)NC3CCCC3)c(=O)c2cc1OC | -8 |
| COc1ccc(-n2c(SCC(=O)Nc3sc4c(c3C#N)CCCC4)nnc2-c2ccccc2OC)cc1 | 14 |
| Nc1ccc(SC(F)(F)F)cc1C(=O)c1ccccc1 | 0 |
| O=C(c1cc2ncc(Br)cn2n1)N1CCN(C(=O)c2ccco2)CC1 | -9 |
| O=C(NCCc1c[nH]c2ccccc12)c1ccc(-n2cnnn2)cc1 | -2 |
| CC1=C(C(=O)OCC2CCCO2)C(c2ccc(C)o2)C2=C(CC(c3ccc(F)cc3)CC2=O)N1 (centres undefined) | 0 |
| Cn1c(N2CCCCC2)cc(=O)n(C)c1=O | -2 |
| CSc1nc(NC(C)(C)C)nc(N2CCOCC2)n1 | -12 |
| CCOc1cc(S(=O)(=O)NCc2cccs2)ccc1Cl | 2 |
| CCOc1ccc2[nH]c(=O)c(CN(Cc3nnnn3Cc3ccco3)C3CCCCC3)cc2c1 | 18 |
| O=[N+]([O-])c1cccc(-c2ccc(/C=N/NC(=S)Nc3ccccc3)o2)c1 | 16 |
| CN(C1CCCCC1)S(=O)(=O)c1ccc(NC(=O)c2ccc(Br)o2)cc1 | 12 |
| NC(=O)Cc1cn(-c2ncc(C(F)(F)F)cc2Cl)c2ccccc12 | 0 |
| COCCN1C(=O)C(=O)/C(=C(/O)c2cccc(OC)c2)C1c1ccco1 (centres undefined) | 0 |

Shown as labelled records: 4 of the compounds above
smiles: CCOc1ccc2[nH]c(=O)c(CN(Cc3nnnn3Cc3ccco3)C3CCCCC3)cc2c1
  Artemis inh = 18
smiles: O=[N+]([O-])c1cccc(-c2ccc(/C=N/NC(=S)Nc3ccccc3)o2)c1
  Artemis inh = 16
smiles: CN(C1CCCCC1)S(=O)(=O)c1ccc(NC(=O)c2ccc(Br)o2)cc1
  Artemis inh = 12
smiles: NC(=O)Cc1cn(-c2ncc(C(F)(F)F)cc2Cl)c2ccccc12
  Artemis inh = 0

These rows are one share of the data; rates above refer to the full screens.
